# FBW7 act: FBW7 E3 ligase activators, primary screen, biochemical, AlphaScreen, human; 650,000 tested, 0.13% active; F-box/WD repeat-containing protein 7 (Homo sapiens), Q969H0; AlphaScreen FBW7–phospho-cyclin E peptide binding, activator screen; normalized activity (activation), % at 26.1 µM; in the data active means normalized activity above about 1.9%;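 further: purified mutant Fbw7 with reduced substrate affinity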
# Target sequence (Q969H0 whole entry, looked up): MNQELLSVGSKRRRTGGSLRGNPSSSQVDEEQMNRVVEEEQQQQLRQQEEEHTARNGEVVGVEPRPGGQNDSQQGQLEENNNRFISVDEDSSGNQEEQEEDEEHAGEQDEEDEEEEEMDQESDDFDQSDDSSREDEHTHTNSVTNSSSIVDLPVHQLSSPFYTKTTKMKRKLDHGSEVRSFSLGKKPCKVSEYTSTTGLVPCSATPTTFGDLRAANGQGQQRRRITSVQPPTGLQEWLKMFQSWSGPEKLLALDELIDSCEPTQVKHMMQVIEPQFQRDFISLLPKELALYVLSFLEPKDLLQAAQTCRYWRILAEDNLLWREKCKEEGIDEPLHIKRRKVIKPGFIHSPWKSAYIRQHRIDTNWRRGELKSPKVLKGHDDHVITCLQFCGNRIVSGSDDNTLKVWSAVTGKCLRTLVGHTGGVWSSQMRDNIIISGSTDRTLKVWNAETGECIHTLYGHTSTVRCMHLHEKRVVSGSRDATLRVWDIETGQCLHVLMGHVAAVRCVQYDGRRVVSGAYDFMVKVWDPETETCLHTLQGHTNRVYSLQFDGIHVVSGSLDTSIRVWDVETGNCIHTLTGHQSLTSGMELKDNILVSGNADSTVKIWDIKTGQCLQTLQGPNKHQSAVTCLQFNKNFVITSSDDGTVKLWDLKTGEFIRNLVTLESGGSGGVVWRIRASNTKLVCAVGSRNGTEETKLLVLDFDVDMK
# TEAD-YAP block: TEAD-YAP interaction inhibition, primary screen, TEAD-YAP interaction inhibitor project, luminescence, HEK-TIYL cells. inhibition, % at 9.12 µM. 640,000 tested, 1.4% active. TEAD-Gal4/YAP UAS-luciferase luminescence; in the data active means inhibition above about 32%;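 further: 0% = median of test compound wells and 100% = reference inhibitor wells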
# GPR151 activ: activators of human GPR151, primary screen, cell-based, PathHunter beta-arrestin, luminescence; PathHunter beta-arrestin GPR151 cells; activation, % at 11.2 µM; 650,000 tested, 1% active; AID 1508602, 2020; in the data active means activation above about 4.9%;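 further: 0% = median of compound wells and 100% = cells with positive control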
# Target sequence (Q8TDV0 whole entry, looked up): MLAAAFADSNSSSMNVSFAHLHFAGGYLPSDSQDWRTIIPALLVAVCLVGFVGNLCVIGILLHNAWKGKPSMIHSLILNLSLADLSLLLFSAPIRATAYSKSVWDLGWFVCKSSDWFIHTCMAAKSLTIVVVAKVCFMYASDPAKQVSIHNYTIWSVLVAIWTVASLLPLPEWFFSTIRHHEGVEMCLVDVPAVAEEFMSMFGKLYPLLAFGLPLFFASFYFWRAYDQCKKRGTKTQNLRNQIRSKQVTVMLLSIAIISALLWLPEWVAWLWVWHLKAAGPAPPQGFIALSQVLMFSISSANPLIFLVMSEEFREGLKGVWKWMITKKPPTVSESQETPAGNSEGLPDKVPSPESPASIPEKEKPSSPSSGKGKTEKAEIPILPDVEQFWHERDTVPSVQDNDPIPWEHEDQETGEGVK
# MITF inh: MITF inhibitors, primary screen, biochemical, AlphaScreen, human. 650,000 tested, 0.91% active. AlphaScreen MITF homodimerization, bead proximity signal. AID 1259374, 2018. inhibition, % at 2.6 µM; in the data active means inhibition above about 50%;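 further: 0% = vehicle wells with protein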
# * = called active by the depositor.
SMILES,FBW7 act,TEAD-YAP block,GPR151 activ,MITF inh
CN(CC(=O)NNC(N)=O)S(=O)(=O)c1ccc(Cl)cc1,0.6,-3,-1.1,2
COc1ccc(S(=O)(=O)NC(CCC(N)=O)C(=O)OCc2cccc(Cl)c2)cc1 (stereo not drawn),0.2,-4,-0.4,2
Clc1cccc(CN2CCc3nnc(C4CCCO4)n3CC2)c1 (stereo not drawn),0.1,6,0.6,12
COc1ccc2ccccc2c1CN1CCN(C)C(CCO)C1 (stereo not drawn),0.0,-1,0.5,-1
C=CCn1c(SC)nnc1-c1ccccc1,0.2,7,-1.2,-22
CC(=O)N1CCC(N(CCCOC(C)C)C(=O)Nc2ccc(Cl)cc2)CC1,-0.1,-3,0.1,5
O=C(CNS(=O)(=O)/C=C/c1ccccc1)OCC(=O)c1cc2ccccc2o1,-0.1,-3,-0.4,2
Cc1ccc(-c2c(C(=O)N3CCCc4ccccc43)oc(=O)c3ccccc23)cc1,0.4,13,-2.0,9
CCc1ccc(C(=O)CC2(O)C(=O)N(Cc3ccccc3C)c3ccccc32)cc1 (stereo not drawn),0.0,9,0.4,14
Cc1ccsc1C(=O)OCc1ccc(C#N)cc1,0.0,-11,0.9,-3
COc1ccc(-n2c(C)c([N+](=O)[O-])c3ccc(OC(C)=O)c(COC(C)=O)c32)cc1,-0.1,8,-0.6,3
CC1CCCN(CNC(=O)c2ccccc2)C1 (stereo not drawn),0.0,10,2.8,1
CC1=NN(C(N)=S)C(=O)C1N=Nc1cccc(Cl)c1 (stereo not drawn),-0.8,-48,-3.5,3
CC(=O)OC12Oc3cc(O)ccc3C(C)=C1CC(C)O2 (stereo not drawn),0.0,-3,-1.0,12
CCOc1ccc(C=NC2=C(C#N)CCC2)cc1OC,0.0,-15,3.7,-2
Cc1cccc(NS(=O)(=O)c2c[nH]c3ccc([N+](=O)[O-])cc23)c1C,0.1,-3,0.2,1
COc1cc(C(C)=O)ccc1OCC(O)CN1CCCC(C(F)(F)F)C1 (stereo not drawn),-0.2,-6,2.6,21
O=C(Nc1ccc(Br)cc1)c1cccc(Oc2ccccc2)c1,-0.1,-48,0.2,-6
COc1ccccc1CNc1ncnc2c1nnn2Cc1ccccc1,0.1,-9,-0.5,6
N#C/C(=C\c1ccccc1)C(=O)NNS(=O)(=O)c1ccc(Br)cc1,-0.1,4,0.6,8
CCOC(=O)c1ccccc1NC(=O)C1Cc2ccccc2CN1S(C)(=O)=O (stereo not drawn),-0.2,-11,-0.8,-3
CCOC(=O)C1=C(c2ccccc2)N=c2s/c(=C\c3ccc4c(c3)OCO4)c(=O)n2C1c1ccccc1OC (stereo not drawn),0.0,1,0.6,-1
COc1cc(NC(=O)NCC(c2ccc3c(c2)CCCN3C)N2CCCC2)cc(OC)c1 (stereo not drawn),-0.6,8,0.8,12
CCCCOc1ccc(N2C(=O)CC(NCC#N)C2=O)cc1 (stereo not drawn),0.0,16,1.6,0
COc1ccc(OC)c(N(CC(=O)Nc2ccccc2OC)S(C)(=O)=O)c1,-0.1,-1,-0.5,-12

# One compound at a time, from the list above. Order of screens: FBW7 act, TEAD-YAP block, GPR151 activ, MITF inh
# COc1ccc(S(=O)(=O)NC(CCC(N)=O)C(=O)OCc2cccc(Cl)c2)cc1 (stereo not drawn) is listed with 0.2, -4, -0.4, 2
# CN(CC(=O)NNC(N)=O)S(=O)(=O)c1ccc(Cl)cc1 is listed with 0.6, -3, -1.1, 2
# CCOC(=O)c1ccccc1NC(=O)C1Cc2ccccc2CN1S(C)(=O)=O (stereo not drawn) is listed with -0.2, -11, -0.8, -3
# C=CCn1c(SC)nnc1-c1ccccc1 is listed with 0.2, 7, -1.2, -22
# COc1cc(C(C)=O)ccc1OCC(O)CN1CCCC(C(F)(F)F)C1 (stereo not drawn) is listed with -0.2, -6, 2.6, 21

# Random excerpt: three entries already listed.
SMILES,FBW7 act,TEAD-YAP block,GPR151 activ,MITF inh
Cc1ccsc1C(=O)OCc1ccc(C#N)cc1,0.0,-11,0.9,-3
CCOC(=O)C1=C(c2ccccc2)N=c2s/c(=C\c3ccc4c(c3)OCO4)c(=O)n2C1c1ccccc1OC (stereo not drawn),0.0,1,0.6,-1
CC(=O)OC12Oc3cc(O)ccc3C(C)=C1CC(C)O2 (stereo not drawn),0.0,-3,-1.0,12

# An excerpt from above in order of heavy-atom count, falling.
SMILES,FBW7 act,TEAD-YAP block,GPR151 activ,MITF inh
COc1ccc(-n2c(C)c([N+](=O)[O-])c3ccc(OC(C)=O)c(COC(C)=O)c32)cc1,-0.1,8,-0.6,3
Clc1cccc(CN2CCc3nnc(C4CCCO4)n3CC2)c1 (stereo not drawn),0.1,6,0.6,12
CC1CCCN(CNC(=O)c2ccccc2)C1 (stereo not drawn),0.0,10,2.8,1

# Additional structures
SMILES,FBW7 act,TEAD-YAP block,GPR151 activ,MITF inh
COc1cc(C(=O)Nc2ccc(-c3nc4cc(C)cc(C)c4o3)cc2)cc(OC)c1OC,-0.1,-14,1.2,-12
CCn1c(C)[n+](CC)c2c3ccccc3ccc21,-0.1,11,1.3,0
CCCCC(=O)N/N=C(\C)CC(=O)Nc1ccccc1OC,-0.1,-12,-0.1,-8
CCC(C)NC(=O)Cc1c(C(=O)O)n(C)c2ccccc12 (stereo not drawn),0.0,-7,2.1,-4
CCCC1=[N+](C)CCn2cccc21,-0.1,3,-0.9,12
CCCCn1c(=O)c2c(nc3n(CCCOC)c(C)cn23)n(C)c1=O,-0.2,4,-0.8,27
CCOCCCNC(=O)CCn1nc(-c2ccc(Cl)cc2)ccc1=O,0.1,4,-0.6,14
CCCCCn1c(SC(C(=O)NCc2ccccc2)C(=O)NCc2ccccc2)nc2cc(C(=O)NCc3ccco3)ccc2c1=O,-0.2,-1,-1.1,-7
O=C1c2cccc3c(N4CCCC4)ccc(c23)C(=O)N1Cc1ccccc1,0.1,-7,1.5,-5
COc1ccc(Cl)cc1C(=O)Nc1ccc2c(c1)CCCN2C(=O)c1cccs1,0.8,-1,-1.2,-10
O=C(O)c1cccc(Nc2cc(Cl)c3nonc3c2[N+](=O)[O-])c1,-0.3,4,0.2,8
COc1cc(OC)cc(C(=O)N(Cc2nc(-c3ccc(Cl)cc3)no2)C(C)C)c1,0.1,-7,0.3,-10
COc1ccc(-n2ncc3c(N4CCN(c5ccc(C)cc5)C(C)C4)ncnc32)cc1 (stereo not drawn),0.1,-2,2.1,0
COc1ccc(-c2nc(C)cc(Nc3ccc(NC(C)=O)cc3)n2)cn1,0.0,-19,3.1,-41
CCOC(=O)c1c(C)sc2c1N(C(=O)CN1CCOCC1)c1cc(Cl)ccc1S2,0.0,-1,1.2,-4
Cc1ccc(S(=O)(=O)c2nc(Nc3nccs3)sc2Cl)cc1,0.0,5,0.0,4
O=C(Nc1ccc(Cl)cc1)OCc1ccccc1,0.1,-51,1.5,4
CC1(C)CC(=O)C2=C(C1)OC(N)=C([N+](=O)[O-])C2c1ccc(C#N)s1 (stereo not drawn),1.2,7,-0.3,14
COc1cc(-c2cc(C(F)(F)F)n3ncc(C(=O)N4CCN(Cc5ccccc5)CC4)c3n2)cc(OC)c1OC,0.1,-2,0.1,13
CS(=O)(=O)Nc1cccc(-c2cnc3ccc(NCC4CC4)nn23)c1,-0.4,25,-0.5,16
CC(C)N(C)C(=O)CC1(c2cccc(F)c2)CC(=O)N(C2CCCC2)C1=O (stereo not drawn),0.0,-52,-0.2,-19
COc1ccc(N(C)C(=O)Cn2c(=O)oc3ccccc32)cc1,0.1,-2,-0.2,15
CCCCCc1ccc(-c2ccc(C(=O)Oc3ccc(Br)cc3)cc2)nc1,0.0,1,0.5,0
COC(CNS(=O)(=O)c1ccc(S(=O)(=O)N2CCCC(C)C2)cc1)OC (stereo not drawn),1.3,-1,-1.2,15
CC(=O)N[C@@H](C)C(=O)Nc1ccc(F)c([N+](=O)[O-])c1,-0.1,2,-1.3,5

# Molecules shown so far containing a cyano group (5):
SMILES,FBW7 act,TEAD-YAP block,GPR151 activ,MITF inh
Cc1ccsc1C(=O)OCc1ccc(C#N)cc1,0.0,-11,0.9,-3
CCOc1ccc(C=NC2=C(C#N)CCC2)cc1OC,0.0,-15,3.7,-2
N#C/C(=C\c1ccccc1)C(=O)NNS(=O)(=O)c1ccc(Br)cc1,-0.1,4,0.6,8
CCCCOc1ccc(N2C(=O)CC(NCC#N)C2=O)cc1 (stereo not drawn),0.0,16,1.6,0
CC1(C)CC(=O)C2=C(C1)OC(N)=C([N+](=O)[O-])C2c1ccc(C#N)s1 (stereo not drawn),1.2,7,-0.3,14

# Going on with the list:
SMILES,FBW7 act,TEAD-YAP block,GPR151 activ,MITF inh
COC(=O)COC(=O)CC(CC(N)=O)c1ccccc1 (stereo not drawn),-0.1,5,0.5,2
Cc1ccc(C)c(S(=O)(=O)Nn2cnnc2)c1,0.0,-4,1.4,-2
CCCNC(=O)Cn1cnc2sc(C(=O)N(CC)CC)c(C)c2c1=O,0.0,2,-0.4,-11
CSc1nsc(NC(=O)c2ccc(F)cc2F)n1,0.0,-64,-10,2
CC(=O)/C(=C1\NC(C)(C)Cc2cc(C)c(C)cc21)c1ccccc1,0.0,-6,2.1,10
CCOC(=O)CNC(=O)/C=C/c1ccc(OC)c(OC)c1,-0.1,2,-0.1,15
Cn1c(=O)oc2cc(S(=O)(=O)NC3CCCC3)ccc21,0.0,-4,0.0,6
Cc1ccc(NC(=O)CSc2ccccc2)cc1[N+](=O)[O-],-0.1,-10,-0.9,14
CN(c1ccccc1C(=O)Nc1cccc(Cl)c1Cl)S(C)(=O)=O,0.4,-8,-0.7,8
CCC(C)OC(=O)C1=C(C)NC(=O)CC1c1ccc(Cl)cc1 (stereo not drawn),-0.1,-3,0.0,4
COc1cc(OC)cc(C(=O)NC2C3CC4CC(C3)CC2C4)c1 (stereo not drawn),0.0,3,12*,-1
CC(=O)c1ccc(N=Nc2ccc(O)c(C=O)c2)cc1,0.0,90*,-3.5,-16
COC(=C(C#N)C#N)c1c(-c2c(Cl)cccc2Cl)noc1C,-0.3,6,0.1,5
Cc1ccc2[nH]c3c(C#N)c(=O)c4nc(N5CCCC5)ncc4n3c(=O)c2c1,-0.1,12,0.7,3
CCOC(=O)/C(C#N)=C1/C=CN(Cc2ccccc2)C=N1,-0.2,-4,-0.5,-20
O=C1NCCN(Cc2ccoc2)C1CC(=O)N1CCCCO1 (stereo not drawn),0.0,-1,-0.2,-17
O=C(CCc1nnc(C2CCCCC2)o1)N1CCN(Cc2ccccn2)CC1,-0.1,9,-0.1,5
O=S(=O)(Nc1cccc(-c2ccc3nncn3n2)c1)c1cccc(C(F)(F)F)c1,0.2,-8,-1.1,16
O=C(Oc1ccc(/C=C/c2ccncc2)cc1)c1ccc(S(=O)(=O)N2CCCC2)cc1,-0.1,-14,-1.7,0
CCCCCCCN1C=C/C(=C\C=C\c2cc[n+](CCCCCCC)c3ccccc23)c2ccccc21,-0.1,26,1.0,-4
Cc1nn(Cc2ccccc2)c(=O)c2ccccc12,0.2,1,1.3,11
COC(=O)c1sc(NC(=O)c2c(-c3ccccc3Cl)noc2C)c(C(=O)OC)c1C,-0.1,5,0.0,-2
COc1ccc(-c2nc3c(NCc4cccc(C(F)(F)F)c4)ncnc3n2C(C)C)cc1,0.3,-1,0.8,20
COc1cccc(OC)c1C(=O)Nc1nnc(SC)s1,0.0,6,-0.6,4
CN(CCc1cnn(C)c1)C1CCC(=O)N(CCOc2ccccc2)CC1 (stereo not drawn),0.0,-12,-0.5,-14

# (further entries)
SMILES,FBW7 act,TEAD-YAP block,GPR151 activ,MITF inh
O=C(NC1CCN(Cc2ccccc2)CC1)c1ccc2nc(Br)sc2c1,0.1,-6,1.3,16
CCC1CCCCN1Cn1ncn(C)c1=S (stereo not drawn),-0.2,9,-0.2,6
COCCCNC(=O)c1ccc(SCc2cccc(OC)c2OC)c([N+](=O)[O-])c1,0.9,61*,-0.3,4
O=C(NCc1cccc(F)c1)N[C@H]1C[C@H]2C(=O)N[C@@H](CO)C(=O)N2C1,1.5,-1,0.3,18
COc1ccc(/C=N\NC(=O)CN(C2=NS(=O)(=O)c3ccccc32)c2ccccc2)cc1,0.1,14,1.0,17
COC(=O)c1ccccc1NC=C1C(=O)OC2(CCCCC2)OC1=O,-0.2,-5,0.3,-11
CC1=C(C(=O)Nc2ccccc2F)C(c2cccc([N+](=O)[O-])c2)C2=C(CCCC2=O)N1 (stereo not drawn),-0.1,-2,0.7,0
Cc1cc(=O)[nH]c(SCC(=O)Nc2nc3c(s2)CCCC3)n1,0.1,-6,-0.9,0
COc1ccc(-c2noc(CC(=O)NC3CCCCCC3)n2)cc1,0.1,7,-0.7,-1
Cc1ccc(-n2nc3c(c2NC(=O)c2ccccc2F)CS(=O)(=O)C3)c(C)c1,0.7,-6,1.4,14
Cc1ccc(/C(N)=N/OC(=O)COc2ccccc2)cc1,0.1,-33,-0.1,3
O=C(c1ccc(CN2CCCCC2)o1)N1CCn2cnnc2C1,-0.1,8,0.1,22
O=C(COC(=O)c1ccccc1O)c1ccc(Cl)cc1,0.0,-8,-1.3,-2
Cc1cc(NC(=O)CSc2nc3cc(C(=O)NCc4ccco4)ccc3c(=O)n2Cc2ccco2)n[nH]1,-0.2,12,1.1,12
COc1ccccc1C(=O)Nc1ccc(N2CCN(C(C)=O)CC2)cc1,0.0,7,0.9,-1
Cc1cnc(N2CCN(c3ccccn3)CC2)nc1Nc1ccc2c(c1)OCO2,0.1,-13,-0.3,22
FC(F)(F)c1cccc(CNc2nc(N3CCOCC3)nc3c2ncn3-c2ccccc2)c1,0.4,-9,-1.1,-1

# Assay outcomes (PubChem BioAssay)
